rCAG binder: binders of r(CAG) RNA repeats, primary screen, biochemical, fluorescence. r(CAG) RNA repeat, TO-PRO-1 dye displacement fluorescence. inhibition, % at 3 µM. actives 1.3% (n = 370,000). AID 651821, 2012;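 active means inhibition above the plate cutoff, the mean of all test compounds on that plate plus 3 SD, cut at about 35% in these data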;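 further: 0% = DMSO alone and 100% = 100 µM mitoxantrone as full dye displacement; higher means more dye released from RNA so lower well fluorescence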
TDP2 absorb: human TDP2 enzyme inhibitors, primary screen, biochemical, epi absorbance, recombinant enzyme; Tyrosyl-DNA phosphodiesterase 2 (Homo sapiens), O95551; T5PNP hydrolysis, p-nitrophenol absorbance 415 nm; inhibition, % at 12.8 µM; actives 0.34% (n = 370,000); AID 720702, 2013;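 active means inhibition above the mean of all tested compounds plus 3 SD, set per campaign, cut at about 25% in these data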;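 further: 0% = DMSO with enzyme and 100% = buffer with substrate but no TDP2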
Target sequence (O95551 whole entry, looked up): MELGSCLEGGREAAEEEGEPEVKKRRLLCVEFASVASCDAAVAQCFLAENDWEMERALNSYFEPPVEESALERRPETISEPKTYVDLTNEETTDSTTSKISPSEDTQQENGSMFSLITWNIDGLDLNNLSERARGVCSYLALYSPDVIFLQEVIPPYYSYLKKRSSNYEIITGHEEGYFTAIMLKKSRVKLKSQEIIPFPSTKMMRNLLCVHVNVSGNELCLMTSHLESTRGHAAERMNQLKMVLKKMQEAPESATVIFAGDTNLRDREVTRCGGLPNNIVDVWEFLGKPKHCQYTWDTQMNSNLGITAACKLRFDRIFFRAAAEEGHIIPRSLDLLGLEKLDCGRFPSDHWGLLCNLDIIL
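test system = human TDP2 enzyme | input = TDP2 enzyme at 120 nM final | medium = 50 mM Tris-HCl pH 7.5 with Mg2+, KCl, DTT, BSA | also added = T5PNP substrate, 5 mM | times = 2 h at 37 °C | technique = epi absorbance | benchmarks = high control without enzyme, low control DMSO plus TDP2 | replication = each compound tested once, singlicate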
LEDGF integ inh: blockers of LEDGF/p75-dependent integrase strand transfer – biochemical, TR-FRET, high throughput, primary screen; TR-FRET IN-LEDGF/p75 DNA integration, Eu/Cy5; inhibition, % at 3.7 µM; actives 0.64% (n = 370,000); HIV-1 integrase (with human LEDGF/p75);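 active means inhibition above the screen-wide mean plus 3 SD, cut at about 13% in these data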;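 further: signal is the Cy5 over europium emission ratio at 671 and 618 nm; 0% = plate median of compound wells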
MBD2 inh: inhibitors of MBD2 binding to methylated DNA, primary screen, biochemical, TR-FRET, DNA-binding domain, human. MBD2 binding to methylated oligonucleotide. actives 0.31% (n = 370,000). AID 686964, 2013. Methyl-CpG-binding domain protein 2 (Homo sapiens), Q9UBB5. inhibition, % at 4.4 µM; in the data active means inhibition above about 13%
mABHD4 FP: ABHD4 inhibitors, primary screen, biochemical, fluorescence polarization, mouse | (Lyso)-N-acylphosphatidylethanolamine lipase (Mus musculus), Q8VD66 | purified mABHD4, FP-Rh probe fluorescence polarization | inhibition, % at 8.92 µM | actives 0.54% (n = 370,000) | AID 720543, 2013;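 active means inhibition exceeding the mean over every tested compound plus 3 SD, cut at about 30% in these data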;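 further: 0% = plate median of compound wells and 100% = S159A mutant with DMSO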
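Test system: mouse ABHD4 enzyme, wild type. Reagent: FP-Rh fluorescent activity-based probe, added after compound pre-incubation. Timing: pre-incubation 45 min, probe exposure 60 min, at 25 °C. Technique: FP readout, ex 525 nm / em 598 nm. Benchmarks: high control S159A mutant with DMSO, low control median of compound wells.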
GC-B act: human GC-B receptor activators, primary screen, HEK293 GC-B cells, cGMP TR-FRET, EC30 CNP; AID 1920062, 2024; activation, % at 10 µM; 0% at EC30 CNP, 100% saturating CNP; actives 0.11% (n = 370,000); Atrial natriuretic peptide receptor 2 (Homo sapiens), P20594;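 active means activation at 10 µM reaching about 35% in either raw or pattern-adjusted values, limit read from the data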
PRMT1 FP inh: PRMT1 methyltransferase inhibitors, primary screen, biochemical, fluorescence polarization; actives 1.3% (n = 370,000); AID 652257, 2013; recombinant PRMT1, activity-based probe fluorescence polarization; inhibition, % at 2.79 µM; Protein arginine N-methyltransferase 1 (Homo sapiens), Q99873;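 active means inhibition above about 21% made by adding two undisclosed values, limit read from the data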
Target sequence (Q99873 whole entry, looked up): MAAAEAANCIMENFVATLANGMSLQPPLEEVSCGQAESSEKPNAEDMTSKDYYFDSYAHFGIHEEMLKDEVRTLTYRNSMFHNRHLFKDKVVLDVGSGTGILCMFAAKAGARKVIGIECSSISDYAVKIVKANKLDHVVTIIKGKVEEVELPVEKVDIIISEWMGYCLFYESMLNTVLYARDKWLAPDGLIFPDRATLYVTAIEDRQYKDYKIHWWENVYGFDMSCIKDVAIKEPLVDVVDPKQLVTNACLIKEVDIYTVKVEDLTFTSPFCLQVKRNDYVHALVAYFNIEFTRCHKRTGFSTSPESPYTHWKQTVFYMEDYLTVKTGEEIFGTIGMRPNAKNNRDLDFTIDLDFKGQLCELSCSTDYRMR
SIAE inh: human SIAE inhibitors, primary screen, biochemical, fluorescence polarization, FP-Rh probe, 1536-well HTS | Sialate O-acetylesterase (Homo sapiens), Q9HAT2 | SIAE FP-Rh probe binding | inhibition, % at 9.66 µM | actives 0.69% (n = 370,000);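 active means inhibition above a cutoff: mean of compounds within the control limits plus 3 SD of those, cut at about 17% in these data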;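 further: 0% = plate median of compound wells and 100% = probe without SIAE protein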
TCR CD3 inh: inhibitors of human TCR-CD3 interaction, primary screen, biochemical, fluorescence, TAMRA-labeled TCR probe. T-cell receptor (TCR). inhibition, % at 9.4 µM. actives 0.37% (n = 360,000). AID 651800, 2012; in the data active means inhibition above about 19%;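 further: recombinant mutant TCR 2C K166C tagged with TAMRA read by polarization; 0% = receptor in buffer alone and 100% = receptor with positive control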
HTRA1 inhibitor: HTRA1 serine protease inhibitors, primary screen, biochemical, fluorescence polarization, HTS. actives 0.5% (n = 340,000). AID 504803, 2011. inhibition, % at 5.96 µM. Q92743. recombinant HTRA1, FP-rhodamine activity-based probe; in the data active means inhibition above about 36%;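 further: 0% = enzyme with DMSO and 100% = wells lacking enzyme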
* hit, by the source's call; · = no result given. Some of the compounds tested; rates above refer to the full screens.

molecule	TCR CD3 inh	rCAG binder	SIAE inh	GC-B act	TDP2 absorb	mABHD4 FP	HTRA1 inhibitor	LEDGF integ inh	MBD2 inh	PRMT1 FP inh
CCCCCCCCN1C(=O)[C@@H](CC(=O)NCC2CCCCC2)C[C@@]2(C(=O)OC)C1=C[C@H](COCc1ccccc1)O[C@@H]2C	·	11	4	5	-8	0	·	-4	-4	-1
COc1ccc(S(=O)(=O)N(CC(=O)NN=C2CCN(C)CC2)c2ccc(C)cc2)cc1OC	10	1	4	2	7	4	-10	0	4	5
NC1=NC2CS(=O)(=O)CC2S1 (stereo not given)	-2	1	8	5	15	5	5	-1	3	9
Cc1ccc(C(C)C)c(OCCCN2CC(C)OC(C)C2)c1 (stereo not given)	-5	-8	4	3	1	8	-4	2	-1	6
O=C(COC(=O)CCSc1ccccc1)Nc1ccccc1	0	-1	3	4	9	-2	-11	-1	-6	2
Cc1ccc(OCC(=O)N2CCCc3ccccc32)cc1	0	3	-5	-3	-17	-3	1	-2	-7	0
CCc1cc2c(=O)c(-c3nc4ccccc4n3C)coc2c(CN2CCCCC2)c1O	-4	-1	-5	9	1	-3	1	-6	3	2
CC1(C)Cc2c(cnn2-c2ccc(F)cc2)C(NC(=O)CCC(F)(F)F)C1 (stereo not given)	6	-7	-3	1	4	0	-8	-4	1	-2
CCc1ccc(NC(=O)CCS(=O)(=O)c2cccc3nsnc23)cc1	-1	6	8	-1	9	-4	-12	0	-4	-2
CCc1nc2ccccc2c(NC(=O)CN2CC(C)CC(C)C2)c1C (stereo not given)	-3	-8	-4	0	4	-1	-1	-5	2	2
COc1ccnc2c1c(=O)n(Cc1ccc(Cl)cc1Cl)c(=O)n2C	0	5	-1	14	-22	-8	-8	-1	5	-3
CN(C)C(CNC(=O)c1cccc(S(=O)(=O)N2CC3(C)CC2CC(C)(C)C3)c1)c1ccco1 (stereo not given)	8	-1	-10	4	-9	4	3	-2	4	2
COc1ccc(OC)c(CCNC(=O)Cn2nc(C)c3c(C)n(-c4ccccc4)nc3c2=O)c1	-3	-3	4	-3	-10	1	0	1	0	4
CC(C)c1nc2oc3c(NCc4ccccn4)ncnc3c2c2c1COC(C)(C)C2	3	-3	-7	2	-13	-10	-2	-4	7	3
CC(=O)Nc1cccc(C(=O)Nc2ccccc2C(=O)O)c1	-2	6	-8	12	2	3	0	1	-5	-1
CC1=NNC(=O)C1CCC(=O)N/N=C/c1ccc(Cl)cc1 (stereo not given)	0	-3	1	5	9	-2	-1	-5	1	1
COc1ccc(CCCC(=O)NCCc2ccccc2)c(C)c1	1	-3	7	-2	13	5	-1	3	-6	-1
CC(Oc1ccc2c(-c3ccccc3)cc(=O)oc2c1)C(=O)NCc1ccccn1 (stereo not given)	-4	-5	-1	-6	4	0	-3	-1	0	-1
Cc1cc2oc(=O)cc(CN(C)Cc3ccccc3)c2cc1C(C)C	0	-6	-2	-3	1	-6	-30	-4	1	0
COc1ccc(CNC(=O)CN2C(=O)COc3ccc(S(=O)(=O)N4CCCC4)cc32)cc1	1	1	2	2	-17	-2	4	-2	0	3
CCCOc1ccc(C2=CC(=O)C[C@H](c3ccc(OC)cc3)C2)cc1	3	-4	-3	1	0	-1	-45	-1	1	-1
CC(OC(=O)CN1C(=O)NC2(CCCC2)C1=O)C(=O)c1ccccc1 (stereo not given)	3	-1	7	3	1	1	3	-1	2	-1
CCOc1ccc(-n2nc3cc(C)c(N)cc3n2)cc1	5	9	-1	3	-13	12	2	3	1	5
O=C(COc1ccccc1)NNc1c2ccccc2nc2ccccc12	5	7	8	11	-14	18	2	-1	-7	-2
CCn1c(=O)c(C(=O)CC#N)c(N)n(Cc2ccccc2)c1=O	0	1	0	8	-5	4	-2	0	0	2
CCN(CC)S(=O)(=O)c1ccc(C)c(NC(=O)CN2CCN(Cc3ccccc3)CC2)c1	-4	-11	-5	6	16	19	6	-1	-1	0
Cc1ccc(C)c(Cn2nnc3c(=O)[nH]c(C4CCN(C(=O)c5cccs5)CC4)nc32)c1	-2	1	1	0	-6	-17	-15	5	6	5
Cc1ccc(N2CC(C(=O)N(C)CC(=O)Nc3ccc(Cl)c(C(F)(F)F)c3)CC2=O)cc1 (stereo not given)	3	0	-5	-5	6	0	-24	0	-1	1
CCOc1cc(-c2cn(S(=O)(=O)c3cccc4nsnc34)nc2N)cc(OCC)c1OCC	0	4	4	-4	6	31*	-4	2	0	1
COc1ccc(S(=O)(=O)N(C)CC(=O)NCc2cccnc2)cc1Cl	1	-4	-6	-1	14	6	1	-3	0	2
CC(NC(=O)c1ccc2c(=O)n3c(nc2c1)CCCCC3)c1ccccc1 (stereo not given)	1	-4	4	-4	7	3	-1	-1	1	0
Cc1ccc(/C=N/NC(=O)c2nn(C)cc2Cl)cc1	1	0	10	3	7	-10	3	2	2	-3
Cc1onc(-c2ccccc2)c1C(=O)NC1CCCCC1C (stereo not given)	0	1	5	7	-14	-2	12	3	-4	-6
O=C(NCc1ccco1)c1ccc2c(c1)N(Cc1ccccc1)C(=O)CS2	4	0	-1	7	5	-9	-8	1	-3	-2
COc1cc(-c2nnc(SCC(=O)c3ccc(C)cc3)o2)cc(OC)c1OC	1	-3	-5	0	-7	-1	-13	1	-4	1
COc1ccc(C2CC(=O)N3CN(Cc4ccco4)CSC3=C2C#N)cc1 (stereo not given)	2	28	5	3	3	1	-6	1	0	20
Nn1c(Cc2cccc3ccccc23)nnc1SCc1c(F)cccc1Cl	8	-1	4	3	-8	-4	-5	3	2	0
CCc1cccc2c(SC(C)C(=O)NCC3CCCO3)nc(-c3ccccc3)nc12 (stereo not given)	5	-1	-12	1	-3	-4	-6	-1	0	-1
CCN(CC)S(=O)(=O)c1ccc(N2CCCC2)c(NC(=O)c2ccc([N+](=O)[O-])o2)c1	3	6	2	18	-3	9	7	-2	-1	0
COCc1cc(N2CCCCC2)nc(-c2ccccc2)n1	3	-8	0	0	2	-4	-6	0	1	-4
OCCOc1nnnn1-c1ccccc1	-1	1	6	-2	5	9	-1	-1	1	0
N#Cc1nc(COc2ccc(F)cc2)oc1NCCCn1ccnc1	1	3	2	-4	-1	4	-4	-1	-5	-3
COC(=O)[C@]12C[C@H](CC(=O)NCc3cccs3)C(=O)N(Cc3cccc4ccccc34)C1=C[C@H](C(C)C)O[C@@H]2C1CC1	·	5	-2	-2	-5	-13	·	-5	-3	-3
C#CCSc1nc(-c2cccs2)ccc1C#N	2	9	3	-2	-5	0	-11	1	-7	0
Cc1ccsc1CN1CCC(C(=O)NCc2ccccc2Cl)CC1	1	0	13	5	-3	13	3	3	-1	-1
N#CCSc1nc2ccccc2c(=O)n1CCC(=O)NCCc1ccccc1	4	1	0	-8	2	3	-2	-1	-2	2
COCCCn1cc(C(=O)c2ccccc2OCC(=O)Nc2cccc(F)c2)cc(C#N)c1=O	14	1	4	1	-11	-2	-7	3	2	0
COc1cc(C(=O)Nc2nc(-c3cccs3)cs2)cc(OC)c1OC	-3	4	-29	4	9	-26	-50	3	4	-2
COc1ccc(Cl)cc1NC(=O)CN(C)C(=O)Cn1[nH]c(=O)c2ccccc2c1=O	-3	5	10	1	3	-1	0	3	4	5
Cc1cc(SCc2ccc(C(F)(F)F)cc2)nc(=O)[nH]1	-9	-1	5	4	-3	5	1	-5	-1	0

Record cards, from the list above.
Results for `Cc1ccc(C)c(Cn2nnc3c(=O)[nH]c(C4CCN(C(=O)c5cccs5)CC4)nc32)c1` = TCR CD3 inh = -2; rCAG binder = 1; SIAE inh = 1; GC-B act = 0; TDP2 absorb = -6; mABHD4 FP = -17; HTRA1 inhibitor = -15; LEDGF integ inh = 5; MBD2 inh = 6; PRMT1 FP inh = 5
Results for `COc1ccc(S(=O)(=O)N(C)CC(=O)NCc2cccnc2)cc1Cl` = TCR CD3 inh = 1; rCAG binder = -4; SIAE inh = -6; GC-B act = -1; TDP2 absorb = 14; mABHD4 FP = 6; HTRA1 inhibitor = 1; LEDGF integ inh = -3; MBD2 inh = 0; PRMT1 FP inh = 2

Other compounds:
molecule	TCR CD3 inh	rCAG binder	SIAE inh	GC-B act	TDP2 absorb	mABHD4 FP	HTRA1 inhibitor	LEDGF integ inh	MBD2 inh	PRMT1 FP inh
CCN(C[C@H]1N[C@@](Cc2ccccc2)(C(=O)OC)[C@H]2C(=O)N(Cc3ccccc3)C(=O)[C@@H]12)S(=O)(=O)c1ccc(C(F)(F)F)cc1	-11	23	-1	5	10	-11	-20	25*	5	2
Nc1c(C(=O)c2ccc(Cl)cc2)oc2ccccc12	2	2	-1	1	-3	-1	0	0	-4	1
O=C(N/N=C1\CCCc2ccccc21)c1ccccc1Cl	1	-3	1	3	3	-5	8	3	1	-1
C[C@]12C(=O)N(c3ccc(C(F)(F)F)cc3)C(=O)N1[C@H]1c3ccccc3OC[C@@H]1[C@H]2c1ccccc1	-1	10	-4	8	-7	-11	-28	-2	-1	-1
